POLI inh: DNA polymerase iota (human) inhibition. Pol iota fluorescent replication assay, 10 min. Potency, µM (highest dose often 115 µM), for the others: top-dose activity, negative = inhibition, hits mostly inhibitors. 390,000 compounds, 1% hits. AID 588590; note: potency is the fitted concentration of half-maximal effect
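Fluorescent replication assay read twice, at 0 min and 10 min after adding 50 nM (final) substrate. Enzyme (10 nM) and compounds were first incubated 15 min at room temperature; enzyme-free buffer wells were negative controls.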
APE1 inh: APE1 (human) endonuclease inhibition; P27695; recombinant APE1, TAMRA/BHQ-2 abasic DNA cleavage fluorescence; 350,000 compounds, 0.35% hits; Potency, µM (highest dose often 65.8 µM), without a hit: top-dose activity change, negative = inhibition, hits mostly inhibitors;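 note: potency is the fitted concentration of half-maximal effect; plate controls were vehicle for no effect and reference inhibitor for full effect; nearly all actives have a fitted effect of over 55% in size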
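Step 1: APE1 (0.75 nM) with compound, 15 min RT. Step 2: add 50 nM fluorophore/quencher THF duplex. Step 3: three fluorescence reads 60 s apart (525/598 nm); read 3 minus read 1 = reaction progress.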
LDHA block: inhibitors of human lactate dehydrogenase A | activity change, % (values are at about 110 or 230 µM) | AID 1347041 | purified LDHA, NADH/diaphorase-resazurin fluorescence; hits give low values | 480,000 compounds, 0.15% hits | P00338; in the data active = activity change below about -30%; inconclusive = mostly about -25% to -30%;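 note: plate controls were DMSO wells for no effect and wells without enzyme for full effect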
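LDH5 2 nM; NADH 0.06 mM, pyruvate 0.2 mM; 200 mM Tris pH 7.4, EDTA, Tween-20; 5 min RT. Detection: diaphorase 0.133 mg/mL + resazurin 37 µM, fluorescence ex540/em590 at 0 and 20 min; normalized to enzyme-free and DMSO wells.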
Anesthetic bind: candidate novel general anesthetic via apoferritin binding; P02791; apoferritin/1-aminoanthracene competitive binding, fluorescence; Potency, µM (top dose mostly 77.5 µM), without a hit: at the highest dose activity change, negative = displacement, hits mostly inhibitors; 350,000 compounds, 0.074% hits; AID 485281; note: potency is the fitted concentration of half-maximal effect; % is set by controls: 0 for no effect and ±100 for the full control effect; nearly all actives have a fitted effect of over 20% in size
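Probe: 1-aminoanthracene (50% saturated, PBS). Protein: horse-spleen apoferritin, 10 uM. Incubation: 10 min, room temperature. Detection: 380 nm excitation, 535 nm emission. Analysis: normalized response, four-parameter Hill.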
BLM inh: blocks DNA unwinding by human BLM helicase; recombinant BLM DNA unwinding, fluorescence dequenching; Potency, µM (titrated, usually from 56.1 µM), inactives show at the top dose activity change, negative = inhibition, hits mostly inhibitors; 350,000 compounds, 0.2% hits;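 note: potency is the fitted concentration of half-maximal effect; plate controls were vehicle for no effect and no enzyme for full effect; nearly all actives have a fitted effect of over 35% in size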
Target sequence (P54132 whole entry, looked up): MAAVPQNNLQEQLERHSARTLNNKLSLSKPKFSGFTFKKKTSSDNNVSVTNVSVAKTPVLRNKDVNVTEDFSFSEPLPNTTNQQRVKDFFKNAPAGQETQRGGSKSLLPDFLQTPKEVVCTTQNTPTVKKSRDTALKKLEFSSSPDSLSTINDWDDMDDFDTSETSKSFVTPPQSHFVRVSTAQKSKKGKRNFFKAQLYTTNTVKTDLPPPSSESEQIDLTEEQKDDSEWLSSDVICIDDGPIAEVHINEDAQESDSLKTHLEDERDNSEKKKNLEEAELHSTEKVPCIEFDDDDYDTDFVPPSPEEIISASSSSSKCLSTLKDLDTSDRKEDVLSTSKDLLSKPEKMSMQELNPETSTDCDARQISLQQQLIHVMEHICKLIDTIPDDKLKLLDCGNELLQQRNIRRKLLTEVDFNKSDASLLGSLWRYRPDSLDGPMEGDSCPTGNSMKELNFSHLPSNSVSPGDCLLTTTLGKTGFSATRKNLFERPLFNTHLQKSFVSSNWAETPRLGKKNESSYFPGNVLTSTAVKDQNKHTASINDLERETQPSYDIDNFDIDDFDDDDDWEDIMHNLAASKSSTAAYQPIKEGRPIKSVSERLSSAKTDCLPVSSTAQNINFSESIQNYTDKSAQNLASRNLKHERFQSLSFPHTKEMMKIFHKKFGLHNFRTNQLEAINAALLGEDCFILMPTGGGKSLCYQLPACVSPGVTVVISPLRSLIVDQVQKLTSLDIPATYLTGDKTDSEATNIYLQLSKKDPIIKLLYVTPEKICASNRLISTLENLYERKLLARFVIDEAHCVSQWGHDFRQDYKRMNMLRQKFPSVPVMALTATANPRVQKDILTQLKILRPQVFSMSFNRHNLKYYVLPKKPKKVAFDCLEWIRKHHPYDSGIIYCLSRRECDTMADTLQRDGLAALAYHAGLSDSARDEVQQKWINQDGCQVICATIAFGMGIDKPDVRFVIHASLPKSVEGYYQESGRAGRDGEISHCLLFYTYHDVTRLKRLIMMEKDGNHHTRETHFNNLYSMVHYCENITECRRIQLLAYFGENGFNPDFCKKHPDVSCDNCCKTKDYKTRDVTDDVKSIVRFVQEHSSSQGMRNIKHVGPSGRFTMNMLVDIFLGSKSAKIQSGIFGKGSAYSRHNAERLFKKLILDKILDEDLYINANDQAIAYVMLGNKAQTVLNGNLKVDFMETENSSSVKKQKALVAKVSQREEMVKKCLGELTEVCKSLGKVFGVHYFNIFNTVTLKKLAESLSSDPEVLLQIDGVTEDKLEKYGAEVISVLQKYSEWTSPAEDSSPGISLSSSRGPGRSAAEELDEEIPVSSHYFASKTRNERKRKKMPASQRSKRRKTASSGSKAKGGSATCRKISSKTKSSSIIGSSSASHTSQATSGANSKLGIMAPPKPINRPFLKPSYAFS
Pol kappa inh: blocks human DNA polymerase kappa activity; Q9UBT6; purified Pol kappa, fluorescent DNA synthesis assay, 10 min; Potency, µM (top dose mostly 107 µM), inactives show at the highest dose activity, negative = inhibition, hits mostly inhibitors; 400,000 compounds, 0.53% hits; AID 588579; note: potency is the fitted concentration of half-maximal effect; % is set by controls: 0 for no effect and ±100 for the full control effect
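First, compounds were pin-transferred onto 10 nM Pol kappa. After 15 min at room temperature, substrate was added to 50 nM final. Fluorescence was then measured kinetically at 0 and 10 min.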
GRP78 ERSR act: inducers of ER stress response in human glioma cells; U87-MG GRP78 promoter luciferase reporter, 16 h; AID 602332; Potency, µM, for the others: top-dose activation, actives largely listed as activators; 420,000 compounds, 0.02% hits; note: potency is the fitted concentration of half-maximal effect; series mostly up to about 76 µM; % of control where 0% means no effect; nearly all actives have a fitted effect of over 35% in size
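ERSR induction read as luciferase luminescence (Bright-Glo, 10 min at room temperature) in stably transfected human U87-MG glioma cells exposed to compounds for 16 h, using GRP78 as sensor.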
Pol beta inh: inhibitors of human DNA polymerase beta | P06746 | Pol beta primer extension/strand displacement, fluorescence kinetic | Potency, µM (series often up to 114 µM), without a hit: at the highest dose activity change, negative = inhibition, actives largely listed as inhibitors | 340,000 compounds, 1.3% hits; note: potency is the fitted concentration of half-maximal effect; % is set by controls: 0 for no effect and ±100 for the full control effect
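Kinetic readout of DNA synthesis with strand displacement by Pol beta. Compound and 10 nM enzyme sit 15 min at room temperature; 50 nM substrate starts the reaction, read immediately and at 10 min.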
Pol eta inh: inhibitors of human DNA polymerase eta; AID 588591; Potency, µM (doses to about 114 µM), without a hit: at the highest dose activity change, negative = inhibition, actives largely listed as inhibitors; recombinant Pol eta, fluorescent DNA replication assay; Q9Y253; 390,000 compounds, 1.2% hits; note: potency is the fitted concentration of half-maximal effect; % is set by controls: 0 for no effect and ±100 for the full control effect
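Pol eta (10 nM) was preincubated with compounds for 15 min at room temperature, after which fluorescent replication substrate (50 nM final) was added to start the reaction. Fluorescence was read kinetically at 0 and 10 min.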
* marks the source's active call; other numbers are inactive results; ? = inconclusive; nt = not tested or not shown; [ ] = remark or other dose. Unless noted, calls come from the whole dose curve; as a rule, active = well fitted curve in the direction sought with a large enough effect; inconclusive = small, poorly fitted or top-dose-only effect, or another doubt; inactive = no such curve, though single readings can be large; an effect the other way counts as inactive or inconclusive. An excerpt. The share of hits here may be higher or lower than overall.

SMILES | POLI inh | APE1 inh | LDHA block | Anesthetic bind | BLM inh | Pol kappa inh | GRP78 ERSR act | Pol beta inh | Pol eta inh
O=[N+]([O-])c1ccc(CSc2nc3ccccc3[nH]2)cc1 | 16.6% | -1.2% | -3.4 | -7.1% | -0.3% | -13.0% | 4.2% | 44.6% | -17.4%
Cc1cc(C)n2nc(Sc3ncccc3[N+](=O)[O-])nc2n1 | 6.8% | -12.9% | -1.7 | 1.6% | -3.6% | -22.4% | -3.1% | -8.5% | -15.4%
CCC(C)(C)C1CCc2[nH]nc(C(=O)O)c2C1 (centres undefined) | 7.7% | 6.2% | -1.0 | nt | nt | -6.2% | -0.6% | nt | -10.0%
COC(=O)c1cn(S(=O)(=O)c2ccccc2)c2ccccc12 | -19.0% | 38.5% | 0.3 | -4.3% | -8.8% | 1.5% | -1.1% | 1.3% | -14.0%
O=C(NCC(c1cccs1)N1CCOCC1)c1cc([N+](=O)[O-])cc([N+](=O)[O-])c1 (centres undefined) | -2.4% | 3.0% | 6.1 | -13.7% | 6.3% | -2.5% | -4.9% | 1.8% | -7.4%
COc1ccc(-n2c(C)nc3cc(C(=O)N4CCOCC4)ccc32)cc1 | 15.0% | 6.0% | -4.8 | -3.5% | -16.8% | -8.2% | -1.2% | 1.0% | -17.2%
CC(C)COC(=O)c1cccc2c1-c1ccccc1/C2=N\O | ? | 6.2% | -3.1 | -20.5% | -15.9% | -7.8% | -5.4% | -3.4% | -13.7%
CN(C)C(=O)c1snnc1-c1ccccc1 | 1.9% | 0.4% | -1.7 | ? | -3.5% | -10.3% | -4.2% | -0.7% | -9.1%
O=C(c1cnccn1)N1CCC2(CCCN(c3ccncc3)C2)CC1 | nt | -0.2% | nt | nt | 3.4% | -6.1%[60.1 µM] | -3.3% | nt | nt
O=c1c2ccccc2sn1-c1cc(S(=O)(=O)N2CCOCC2)ccc1N1CCCC1 | -11.3% | -2.2% | -9.9 | -20.7% | -0.8% | -5.8% | 1.4% | -10.1% | -3.5%
COc1ccc(S(=O)(=O)N2Cc3ccccc3CC2C(=O)Nc2nccs2)cc1 (centres undefined) | -5.3% | -9.5% | 1.2 | -11.1% | -4.0% | -8.0% | 6.3% | 0.2% | -11.8%
COc1ccc(C2(CNC(=O)c3ccc(C)cc3)CCOCC2)cc1 | 98.1%[activator] | -3.5% | -3.3 | -4.4% | -2.2% | 1.3% | -5.2% | -0.3% | -21.2%
Cc1cc(N2CCCC2)ccc1/C=C1/C(=O)N(C)C(=S)N1C | -3.8% | -0.2% | 9.8 | -8.9% | -3.7% | 1.7% | -2.5% | 3.1% | -20.2%
Cc1cccc2cc(CN(CCCO)C(=O)Nc3ccccc3Cl)c(=O)[nH]c12 | -3.3% | -2.2% | -5.4 | -6.2% | 4.0% | -13.3% | 0.4% | -17.0% | -2.0%
CCOc1ccc(S(=O)(=O)N2CCN(C(=O)C3CCC3)CC2)cc1 | 9.8% | -8.0% | -3.6 | nt | nt | -3.3% | -4.5% | nt | -2.7%
O=C(CCNC(=O)c1ccccc1Cl)Nc1cc(C(F)(F)F)ccc1N1CCCC1 | 8.4% | -2.4% | -13.3 | -7.8% | -0.8% | -12.6% | 0.8% | 55.2% | -5.8%
O=C1NC(Nc2nccs2)(C(F)(F)F)C(=O)N1CCc1ccccc1 (centres undefined) | -5.5% | -1.4% | 2.1 | -20.9% | -1.3% | -3.4% | -0.3% | 25.6% | -19.1%
Clc1ccc2noc(-c3ccccc3)c2c1 | 1.7% | -3.1% | -4.6 | -21.9% | -0.5% | -3.2% | -1.4% | 10.2% | -1.2%
COC(=O)CCC(=O)OC1(C)C(=O)C2=CN(c3ccccc3)C(c3ccc(OC)cc3)=CC2=C(Br)C1=O (centres undefined) | ? | -10.4%[12.4 µM] | 18.3 | nt | -8.6%[12.4 µM] | -21.1% | -0.9% | nt | -16.6%
COc1ccc(/C=C(\C#N)C(=O)Nc2cccnc2)cc1 | 11.8% | -3.4% | -2.0 | 3.3% | 4.7% | -0.1% | 3.0% | -4.8% | -19.1%
Cc1cc(C)cc(-n2ccn(CC(=O)Nc3ccccc3F)c(=O)c2=O)c1 | ? | nt | -3.3 | -1.5% | -7.4% | -23.2% | -1.8% | ? | -12.2%
Cc1cc(=O)n2nc(N3CCCC(C(=O)NC4CCC(C)CC4)C3)sc2n1 (centres undefined) | 22.5% | -4.1% | 0.3 | -10.7% | -1.8% | -8.8% | 0.6% | -0.4% | 6.9%
C=CCn1c(C(CCCC)CC(O)COCCC)n[nH]c1=S (centres undefined) | 26.9% | -1.1% | -2.6 | -4.7% | -0.6% | 14.9%[60.1 µM] | -6.9% | -1.1% | -9.9%
CC(=O)NCCn1c(SCc2cc(=O)n3cc(Cl)ccc3n2)nc2ccccc2c1=O | 1.7% | -0.2% | -1.4 | -5.1% | 4.8% | 1.1% | -5.7% | 10.3% | -10.9%

An excerpt from above in order of molecular weight, ascending:
SMILES | POLI inh | APE1 inh | LDHA block | Anesthetic bind | BLM inh | Pol kappa inh | GRP78 ERSR act | Pol beta inh | Pol eta inh
Clc1ccc2noc(-c3ccccc3)c2c1 | 1.7% | -3.1% | -4.6 | -21.9% | -0.5% | -3.2% | -1.4% | 10.2% | -1.2%
COc1ccc(/C=C(\C#N)C(=O)Nc2cccnc2)cc1 | 11.8% | -3.4% | -2.0 | 3.3% | 4.7% | -0.1% | 3.0% | -4.8% | -19.1%
O=c1c2ccccc2sn1-c1cc(S(=O)(=O)N2CCOCC2)ccc1N1CCCC1 | -11.3% | -2.2% | -9.9 | -20.7% | -0.8% | -5.8% | 1.4% | -10.1% | -3.5%

Eight entries from above, comma-delimited.
SMILES,POLI inh,APE1 inh,LDHA block,Anesthetic bind,BLM inh,Pol kappa inh,GRP78 ERSR act,Pol beta inh,Pol eta inh
O=C1NC(Nc2nccs2)(C(F)(F)F)C(=O)N1CCc1ccccc1 (centres undefined),-5.5%,-1.4%,2.1,-20.9%,-1.3%,-3.4%,-0.3%,25.6%,-19.1%
Clc1ccc2noc(-c3ccccc3)c2c1,1.7%,-3.1%,-4.6,-21.9%,-0.5%,-3.2%,-1.4%,10.2%,-1.2%
COC(=O)CCC(=O)OC1(C)C(=O)C2=CN(c3ccccc3)C(c3ccc(OC)cc3)=CC2=C(Br)C1=O (centres undefined),?,-10.4%[12.4 µM],18.3,nt,-8.6%[12.4 µM],-21.1%,-0.9%,nt,-16.6%
COc1ccc(/C=C(\C#N)C(=O)Nc2cccnc2)cc1,11.8%,-3.4%,-2.0,3.3%,4.7%,-0.1%,3.0%,-4.8%,-19.1%
Cc1cc(C)cc(-n2ccn(CC(=O)Nc3ccccc3F)c(=O)c2=O)c1,?,nt,-3.3,-1.5%,-7.4%,-23.2%,-1.8%,?,-12.2%
Cc1cc(=O)n2nc(N3CCCC(C(=O)NC4CCC(C)CC4)C3)sc2n1 (centres undefined),22.5%,-4.1%,0.3,-10.7%,-1.8%,-8.8%,0.6%,-0.4%,6.9%
C=CCn1c(C(CCCC)CC(O)COCCC)n[nH]c1=S (centres undefined),26.9%,-1.1%,-2.6,-4.7%,-0.6%,14.9%[60.1 µM],-6.9%,-1.1%,-9.9%
CC(=O)NCCn1c(SCc2cc(=O)n3cc(Cl)ccc3n2)nc2ccccc2c1=O,1.7%,-0.2%,-1.4,-5.1%,4.8%,1.1%,-5.7%,10.3%,-10.9%

Source: PubChem BioAssay (National Center for Advancing Translational Sciences (NCATS))
